PAFAH1B3 FP inh: blocks human PAF acetylhydrolase 1B catalytic subunit 3 | inhibition, % at 3.39 µM | actives 0.28% (n = 340,000) | Q15102 | recombinant PAFAH1B3, FP-rhodamine probe, fluorescence polarization;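 active = inhibition above the screen-wide average of all tested compounds plus 3 SD, cut at about 25% in these data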;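 note: 0% = enzyme with DMSO only and 100% = wells lacking PAFAH1B3 protein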
Target sequence (Q15102 whole entry, looked up): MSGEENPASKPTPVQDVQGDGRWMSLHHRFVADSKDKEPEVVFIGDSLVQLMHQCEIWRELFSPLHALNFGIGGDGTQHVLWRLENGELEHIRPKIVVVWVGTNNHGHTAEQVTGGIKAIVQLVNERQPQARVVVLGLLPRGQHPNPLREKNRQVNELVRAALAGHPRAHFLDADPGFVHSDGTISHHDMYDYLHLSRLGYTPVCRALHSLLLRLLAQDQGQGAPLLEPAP
LYPLA2 counter: LYPLA2 (human) inhibition in PME1 counter-screen. O95372. recombinant LYPLA2, FP-Rh probe fluorescence polarization. inhibition, % at 5.9 µM. actives 0.38% (n = 320,000);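 active = inhibition above the screen-wide mean plus 3 SD, limit set per campaign, cut at about 26% in these data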;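 note: 0% = LYPLA2 with DMSO and 100% = wells lacking LYPLA2 enzyme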
EBNA-1 inhibitor: blocks EBNA-1 binding to DNA. EBNA-1 DNA binding, fluorescence polarization. inhibition, % at 14.8 µM. actives 0.34% (n = 300,000). AID 1950; in the data active = inhibition above about 28%
PAFAH2 FP inh: inhibitors of human PAFAH2; Q99487; recombinant PAFAH2, FP-rhodamine activity probe, fluorescence polarization; inhibition, % at 3.39 µM; actives 0.99% (n = 340,000); AID 492956;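 active = inhibition above the mean over all tested compounds plus 3 SD, cut at about 30% in these data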;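 note: inhibitors block probe labeling of enzyme so polarization drops; 0% = enzyme with DMSO and 100% = wells lacking PAFAH2 protein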
ZTA DNA inh: blocks Epstein-Barr virus ZTA, an EBNA-1 counter-screen; P03206; ZTA-DNA binding, fluorescence polarization; inhibition, % at 11 µM; actives 0.15% (n = 320,000); AID 2234; in the data active = inhibition above about 33%
Target sequence (P03206 whole entry, looked up): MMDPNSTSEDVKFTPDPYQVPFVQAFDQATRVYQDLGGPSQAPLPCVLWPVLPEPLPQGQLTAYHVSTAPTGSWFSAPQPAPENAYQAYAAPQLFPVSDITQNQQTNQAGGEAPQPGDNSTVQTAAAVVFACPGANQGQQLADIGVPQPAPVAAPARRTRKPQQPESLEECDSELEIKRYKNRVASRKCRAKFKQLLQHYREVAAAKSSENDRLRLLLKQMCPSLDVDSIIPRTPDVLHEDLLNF
PAD4 inh: PAD4 (human) enzyme inhibition; Q9UM07; recombinant PAD4, RCA probe fluorescence polarization; inhibition, % at 6.36 µM; actives 0.41% (n = 330,000); AID 485272;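 active = percent inhibition above a cutoff equal to the mean of all tested compounds plus 3 SD, cut at about 15% in these data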;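 note: 0% = PAD4 with RCA probe and DMSO and 100% = probe without PAD4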
GSTO1 counter: GSTO1 inhibition, counter-screen for RBBP9 inhibitors. P78417. recombinant GSTO1, activity-based probe fluorescence polarization. inhibition, % at 5.96 µM. actives 1.1% (n = 300,000);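 active = inhibition above the campaign mean inhibition plus 3 SD, cut at about 35% in these data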;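 note: 0% = GSTO1-1 with DMSO and 100% = wells lacking GSTO1-1 enzyme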
Target sequence (P78417 whole entry, looked up): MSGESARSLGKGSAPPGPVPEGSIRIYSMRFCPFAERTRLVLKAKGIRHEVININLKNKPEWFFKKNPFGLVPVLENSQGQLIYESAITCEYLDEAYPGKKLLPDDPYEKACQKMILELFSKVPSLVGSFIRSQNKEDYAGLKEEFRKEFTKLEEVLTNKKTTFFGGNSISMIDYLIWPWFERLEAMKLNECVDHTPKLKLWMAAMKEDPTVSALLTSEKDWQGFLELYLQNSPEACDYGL
LYPLA1 counter: blocks human lysophospholipase 1, a PME1 counter-screen. O75608. recombinant LYPLA1, FP-Rh probe fluorescence polarization. inhibition, % at 5.9 µM. actives 0.16% (n = 320,000);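 active = inhibition above the mean of all tested compounds plus 3 SD, set per campaign, cut at about 14% in these data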;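 note: inhibitors block serine hydrolase probe labeling of LYPLA1 so polarization falls; 0% = enzyme with DMSO and 100% = wells lacking LYPLA1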
Target sequence (O75608 whole entry, looked up): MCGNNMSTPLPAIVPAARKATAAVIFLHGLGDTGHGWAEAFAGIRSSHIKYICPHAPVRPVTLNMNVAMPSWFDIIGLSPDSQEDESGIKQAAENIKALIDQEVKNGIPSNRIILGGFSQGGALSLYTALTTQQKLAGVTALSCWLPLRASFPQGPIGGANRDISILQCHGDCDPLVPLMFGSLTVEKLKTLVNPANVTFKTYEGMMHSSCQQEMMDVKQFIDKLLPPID
PREPL inh: inhibitors of human prolyl oligopeptidase-like enzyme PREPL. Q4J6C6. recombinant PREPL, fluorescence polarization activity-based probe. inhibition, % at 5.96 µM. actives 0.68% (n = 320,000). AID 2751; in the data active = inhibition above about 43%;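 note: 0% = enzyme with DMSO and 100% = wells lacking enzyme; many of its hits are not listed in these tables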
Starred values were filed as active, the others as inactive; . = not tested or not shown. Only part of the results is shown (hit frequency here may not be typical).

SMILES | PAFAH1B3 FP inh | LYPLA2 counter | EBNA-1 inhibitor | PAFAH2 FP inh | ZTA DNA inh | PAD4 inh | GSTO1 counter | LYPLA1 counter | PREPL inh
Cc1ccc(Oc2ncccc2C(=O)NC2CCSC2=O)cc1 (stereo not drawn) | 13 | 5 | 5 | 0 | 10 | -4 | -4 | 2 | 0
CCCCN1C(=N)N([C@@H](C)CN2CCC[C@H]2CN2C(N)=NC[C@H]2CC(C)C)C[C@H]1[C@H](C)CC | 9 | . | . | -1 | . | 0 | . | . | 47*
O=C(c1ccco1)N1CCN(C(=O)c2ccc(-c3ccc(Cl)cc3)o2)CC1 | 5 | 6 | . | -1 | -4 | -1 | . | 1 | 4
Cc1nc(=O)c(-c2ccccc2)c(C)n1CCO | -1 | 3 | 3 | -3 | 6 | 1 | 1 | 1 | 1
COc1ccccc1C(=O)Nc1nnc(C)s1 | 4 | 3 | -1 | 5 | -2 | 3 | 10 | 3 | 2
C=CCn1c(CCNC(=O)c2cccs2)nnc1SCC(=O)c1ccc(Br)cc1 | 8 | 4 | -12 | 1 | 3 | 0 | 27 | -4 | 6
O=C(Nc1ccc(C(=O)N2CCCCC2)cc1)c1cccc([N+](=O)[O-])c1 | 0 | 4 | -9 | -2 | -2 | -4 | 1 | 2 | -5
CCC(=O)Nc1ccc(NC(=S)NC(=O)/C=C/c2ccccc2)cc1 | -3 | -5 | -7 | 4 | 7 | -4 | -5 | -5 | -14
O=C1C2C(c3ccccc3)C=CC(c3ccccc3)C2C(=O)N1CCCO (stereo not drawn) | 7 | -2 | -12 | -2 | -2 | -12 | -1 | 1 | -1
COC(=O)C1C2C=CC3(CN(Cc4ccco4)C(=O)C13)O2 (stereo not drawn) | -1 | -5 | 5 | 10 | 6 | -2 | -2 | 0 | 1
COc1ccc(/C=C/C2=NN(C)C(=O)CC2)cc1 | 5 | 7 | -8 | -3 | 5 | 2 | -3 | 0 | 14
COC(=O)c1ccc(COc2ccc(C(C)(C)C)cc2)o1 | -2 | 6 | -7 | 1 | 9 | 1 | -2 | 0 | 3
C=CCC[C@H](Cc1ccc(F)cc1)C(=O)OC[C@@H](C)NC(=O)[C@@H](CC=C)CC(=O)N[C@H](CO)Cc1ccccc1 | 1 | . | . | 5 | . | -2 | . | . | 15
COc1ccc(NC2c3ccccc3C(=O)N2c2ccccn2)cc1Cl (stereo not drawn) | -2 | 1 | -2 | -5 | 11 | -4 | -1 | 2 | 11
CC1CCCC(C)N1CCNC(=O)CCn1nc(-c2ccccc2)ccc1=O (stereo not drawn) | -3 | 0 | 0 | -1 | -2 | -4 | 0 | 0 | -5
COC(=O)[C@]1(C)N[C@H](CN(C)C(=O)Nc2ccccc2)[C@@H]2C(=O)N(C)C(=O)[C@@H]21 | 10 | . | . | -3 | . | -3 | . | . | 8
CCC1(c2ccc(F)cc2)NC(=O)N(CC(=O)c2ccc[nH]2)C1=O (stereo not drawn) | 2 | 0 | -9 | 0 | -18 | -4 | -2 | 2 | 15
Cc1ccc(C(=O)Nc2ccc(S(=O)(=O)N3CCc4ccccc43)cc2)o1 | -3 | -35 | 4 | -8 | 13 | -4 | -8 | -18 | 1
CC(C1CC1)N(Cc1ccccc1)C(=S)Nc1ccccc1Cl (stereo not drawn) | 6 | 3 | -2 | 5 | -10 | 4 | 5 | 6 | -2
COc1ccc(-n2c(C)n[nH]c2=O)cc1 | 3 | 0 | 2 | 6 | -11 | 7 | -2 | 0 | -2
CCN(CC(=O)NC1CCS(=O)(=O)C1)S(=O)(=O)c1ccccc1Cl (stereo not drawn) | 4 | 5 | 0 | -6 | 13 | 1 | 1 | 2 | 8
COC(=O)c1cc(OC)c(OC)cc1NCC(=O)Nc1ccc(C)cc1 | -3 | 0 | 9 | 2 | 16 | -2 | -5 | -8 | -5
Cc1[nH][nH]c(=O)c1C(c1ccc(-c2cccc(Cl)c2)o1)c1c(C)[nH][nH]c1=O | 46* | 2 | 4 | 18 | 11 | 44* | 72* | 1 | -3
CC1CC(NC(=O)/C(C#N)=C/c2ccc[nH]2)CC(C)(C)C1 (stereo not drawn) | -2 | 1 | 8 | -4 | -2 | 0 | 10 | 1 | 2
CCOC(=O)Cc1nn(CCc2ccccn2)c(=O)c2ccccc12 | 3 | 1 | 3 | -2 | -6 | 0 | -3 | -2 | 2

Only PAD4 inh, EBNA-1 inhibitor and GSTO1 counter (5 entries from above):
SMILES | PAD4 inh | EBNA-1 inhibitor | GSTO1 counter
COC(=O)C1C2C=CC3(CN(Cc4ccco4)C(=O)C13)O2 (stereo not drawn) | -2 | 5 | -2
COc1ccc(/C=C/C2=NN(C)C(=O)CC2)cc1 | 2 | -8 | -3
COC(=O)c1ccc(COc2ccc(C(C)(C)C)cc2)o1 | 1 | -7 | -2
C=CCC[C@H](Cc1ccc(F)cc1)C(=O)OC[C@@H](C)NC(=O)[C@@H](CC=C)CC(=O)N[C@H](CO)Cc1ccccc1 | -2 | . | .
COc1ccc(NC2c3ccccc3C(=O)N2c2ccccn2)cc1Cl (stereo not drawn) | -4 | -2 | -1

(listing goes on)
SMILES | PAFAH1B3 FP inh | LYPLA2 counter | EBNA-1 inhibitor | PAFAH2 FP inh | ZTA DNA inh | PAD4 inh | GSTO1 counter | LYPLA1 counter | PREPL inh
CCN1CCN(Cc2ccc(NC(=O)Nc3ccccc3Cl)cc2)CC1 | 6 | 1 | 3 | -1 | -4 | 5 | -3 | -4 | 10
COc1ccc(C(=O)N=c2nc3ccccn3s2)cc1 | 1 | 1 | 6 | 2 | -1 | -2 | -3 | -3 | -4
CCN(CC)C(=O)Cn1cc(C(=O)C(=O)N(CC)C2CCCCC2)c2ccccc21 | 9 | 4 | 5 | 14 | 3 | 2 | 2 | -3 | -3
O=C(NC(=S)Nc1ccc(Oc2ccc(Cl)cc2)cc1)c1ccccc1 | -7 | -3 | -8 | -3 | 6 | -7 | -16 | -12 | 26
Cc1ccc(-c2[nH]c3ccccc3c2C(C[N+](=O)[O-])c2ccco2)cc1 (stereo not drawn) | 1 | -3 | 7 | -1 | 1 | -1 | -5 | 2 | 0
COC(C[C@@H]1O[C@H]1C(=O)[C@@H](C)OCc1ccccc1)OC | -2 | -4 | 0 | 0 | -20 | -3 | 0 | 1 | 4
NS(=O)(=O)c1ccc(CNC(=O)c2ccccc2SCC(=O)N2CCCC2)cc1 | -4 | -1 | -6 | 2 | -10 | 1 | 1 | 3 | 7
COCCNC(=O)c1ccc2c(c1)C(=O)c1ccccc1-2 | 6 | 1 | 5 | -4 | 9 | 2 | -3 | 2 | 2
Cc1cc2nc(C)n(CCCN)c2cc1C | 10 | 2 | -3 | -1 | 2 | -1 | 1 | -3 | 6
CCCn1c(SCc2ccon2)nc2ccccc2c1=O | 4 | 8 | 11 | 6 | 3 | 3 | 6 | 3 | 12
COc1ccc(C2=NOC(C(=O)N3CCN(c4ccccc4OC)CC3)C2)cc1 (stereo not drawn) | 3 | 4 | 14 | 0 | 18 | 0 | 5 | 0 | 5
Cc1ccc(-c2csc3ncnc(Oc4cccc5ccc(C)nc45)c23)cc1 | -1 | 1 | 1 | -8 | 14 | -3 | 3 | -2 | 2
COc1cc(/C=N/NC(=O)CSc2cc(C)c(Br)cc2C)ccc1O | 9 | 0 | -8 | 2 | 17 | 4 | 6 | -5 | -10
COc1ccc(CCNC(=O)Nc2ccc(F)cc2F)cc1OC | 1 | 0 | -5 | 4 | 1 | 1 | -1 | -3 | 2
COc1ccccc1NC(=O)/C=C/c1cc([N+](=O)[O-])ccc1OC(F)F | 5 | -4 | 2 | 11 | -9 | 1 | -6 | -3 | -8
N#CCc1ccc(NC(=O)CSc2nnc(C3CC3)n2C2CC2)cc1 | 5 | 2 | . | -4 | -4 | -1 | . | -1 | 6
CSCCC(NS(=O)(=O)c1c(Cl)cccc1Cl)C(=O)O (stereo not drawn) | 3 | 8 | 3 | 2 | -20 | -6 | -3 | 2 | 9
COCCN(Cc1nc(C(c2ccccc2)c2ccccc2)no1)C(C)C | 1 | 1 | 6 | 1 | 5 | -2 | -3 | -1 | 3
COc1ccc(S(=O)(=O)Nc2cccnc2)c(Cl)c1Cl | 1 | 3 | 0 | 1 | -8 | -2 | 7 | 2 | 0
O=C(O)c1cccc(-c2ccc(/C=c3/sc4nc5ccccc5n4c3=O)o2)c1 | 26* | 4 | -19 | 21 | 10 | -2 | -1 | 10 | -5
COc1cc(OC)c(NC(=O)CCc2nc(-c3ccc(C)cc3)no2)cc1Cl | -3 | 5 | 14 | -12 | -11 | -1 | -4 | -2 | 18
CCCCOC(=O)c1ccc(NC(=O)COC(=O)CN2C(=O)NC3(CCCC3)C2=O)cc1 | 4 | 1 | 0 | -1 | -2 | -6 | -2 | -3 | -5
Cc1ncc([N+](=O)[O-])n1Cc1ccc(Cl)cc1 | 7 | 5 | 14 | 4 | 0 | -5 | 10 | 3 | 5
COc1ccc(/C=C/c2nc3sc4c(c3c(=O)o2)CCC4)cc1 | 2 | 15 | 13 | 29 | -7 | -4 | 8 | 3 | 8
Cc1cccc(NC(=O)CSc2nnc(NC(=O)C3CCC3)s2)c1 | 10 | 0 | -16 | 3 | -1 | -5 | 4 | -2 | 2
O=C(N/N=C/c1ccccc1)c1ccc(-c2ccccc2)cc1 | 0 | -7 | -6 | -10 | -22 | -3 | 2 | -1 | 5
CCOC(=O)C1=C(CN2CCOCC2)NC(=O)NC1c1cc(C)ccc1C (stereo not drawn) | -4 | 1 | -3 | -3 | -15 | 0 | -3 | -2 | 0

Among those listed so far, six contain an aryl thioether with sulfur outside any ring.
SMILES | PAFAH1B3 FP inh | LYPLA2 counter | EBNA-1 inhibitor | PAFAH2 FP inh | ZTA DNA inh | PAD4 inh | GSTO1 counter | LYPLA1 counter | PREPL inh
C=CCn1c(CCNC(=O)c2cccs2)nnc1SCC(=O)c1ccc(Br)cc1 | 8 | 4 | -12 | 1 | 3 | 0 | 27 | -4 | 6
NS(=O)(=O)c1ccc(CNC(=O)c2ccccc2SCC(=O)N2CCCC2)cc1 | -4 | -1 | -6 | 2 | -10 | 1 | 1 | 3 | 7
CCCn1c(SCc2ccon2)nc2ccccc2c1=O | 4 | 8 | 11 | 6 | 3 | 3 | 6 | 3 | 12
COc1cc(/C=N/NC(=O)CSc2cc(C)c(Br)cc2C)ccc1O | 9 | 0 | -8 | 2 | 17 | 4 | 6 | -5 | -10
N#CCc1ccc(NC(=O)CSc2nnc(C3CC3)n2C2CC2)cc1 | 5 | 2 | . | -4 | -4 | -1 | . | -1 | 6
Cc1cccc(NC(=O)CSc2nnc(NC(=O)C3CCC3)s2)c1 | 10 | 0 | -16 | 3 | -1 | -5 | 4 | -2 | 2
